GSIS activator: primary screen for activators of insulin secretion dependent on glucose, INS-1E cells, GLuc reporter luminescence. activation, % at 16.6 µM. INS-1E GLuc reporter insulin secretion, 2-3 h. actives 0.61% (n = 370,000). AID 743287;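 active = lowest replicate activation of at least 40%, so every replicate reaches that level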;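 note: 0% = median of neutral control wells and 100% = median of IBMX positive control wells; some compounds called inactive have numbers as strong as hits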
CFTR F508del cor: CFTR F508del correction in bronchial cells; activity (quench increase), % at 7.58 µM; actives 0.36% (n = 350,000); CFBE cells, YFP halide quenching; stimulated with forskolin plus potentiator P3; % fluorescence drop versus neutral controls;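 active = mean added fluorescence quench of at least 8% versus neutral control, with both replicates also reaching 8%; inconclusive = only one of the mean or replicate conditions met; inactive = mean below 8% and not both replicates reaching 8%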;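 note: cells transiently co-express mutant CFTR-F508del with the halide-sensitive YFP; corrector assay measuring rescue of mutant channel to the surface after 24 h compound exposure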
Xi reactivation: reactivates the inactive X chromosome in mouse fibroblasts. XiGFP mouse fibroblasts, % GFP-positive cells imaging, 3 d; cells co-treated with 5-aza-dC sensitizer; scaled so ellipticine positive control = 100%. activation, % at 7.58 µM. actives 0.055% (n = 360,000). AID 743238;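 active = mean normalized replicate activation at least 10% and every replicate at or above 10%; inconclusive = only one of the two criteria met; inactive = mean below 10% and not all replicates reach 10%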;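 note: 0% = median of on-plate neutral control wells and 100% = ellipticine 6 µM median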
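Material: XiGFP fibroblasts, SV40-immortalized. Buffer or medium: DMEM plus 5-aza-dC sensitizer. Compound: single concentration per compound, delivered by pin transfer. Times: 3 days compound exposure. Controls: ellipticine 6 µM.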
PAX8 inh HTS: PAX8 transcriptional activity inhibition; RMG-I TPO-luciferase reporter, SteadyGlo, 24 h; inhibition, % at 12.6 µM; actives 1.2% (n = 360,000);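 active = mean replicate inhibition at least 60% with every replicate also reaching 60%; inconclusive = only one of the two criteria is met; inactive = mean below 60% and not all replicates reaching 60%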;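 note: luciferase light reporting Pax8 driven TPO promoter activity; plate controls were median of neutral control wells for no effect and mitoxantrone controls for full effect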
DENV2 CPE rescue: inhibitors of DENV2 cytopathic effect. DENV2-infected cells, cytopathic effect rescue, plate reader. actives 1.7% (n = 350,000). CPE inhibition, % at 9.99 µM; in the data active = CPE inhibition above about 20%, passing the limit was not always enough; inconclusive = no clear call, values can overlap the other calls; tested in BHK-21 cells;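 note: 0% = median of neutral control wells and 100% = median of positive control wells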
EWS-Fli inh: inhibitors of EWS/Fli oncoprotein transcriptional activity. A673 NR0B1-luciferase reporter, viability-normalised. inhibition, % at 12.6 µM. actives 0.67% (n = 350,000). AID 651661;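 active = mean inhibition of at least 50% after viability correction, with every replicate also passing that limit; inconclusive = mean reaches 50% but only one of two replicates passes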;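 note: firefly luciferase signal divided by Alamar Blue viability fluorescence both relative to DMSO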
ERp5 block: inhibitors of human ERp5 | inhibition, % at 9.99 µM | ERp5 insulin aggregation, absorbance 650 nm, 90 min | actives 0.05% (n = 350,000) | AID 651711;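 active = mean replicate inhibition above about 25%, with every replicate also reaching it, limit read from the data, passing the limit was not always enough; inconclusive = only one of those two criteria met; inactive = neither criterion met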
Target sequence (Q15084 whole entry, looked up): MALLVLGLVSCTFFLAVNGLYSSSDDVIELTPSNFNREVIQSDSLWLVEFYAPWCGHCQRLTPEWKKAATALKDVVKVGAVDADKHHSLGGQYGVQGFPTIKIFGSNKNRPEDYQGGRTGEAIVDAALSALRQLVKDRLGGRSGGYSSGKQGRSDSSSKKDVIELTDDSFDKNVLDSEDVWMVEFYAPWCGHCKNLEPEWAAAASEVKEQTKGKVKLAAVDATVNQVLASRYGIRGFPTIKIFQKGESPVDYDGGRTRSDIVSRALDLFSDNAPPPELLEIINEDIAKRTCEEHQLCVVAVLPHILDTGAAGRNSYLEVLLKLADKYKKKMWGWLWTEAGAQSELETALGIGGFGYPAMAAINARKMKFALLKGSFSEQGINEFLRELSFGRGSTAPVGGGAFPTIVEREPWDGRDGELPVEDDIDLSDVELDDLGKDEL
ARNT TACC3 PPI: disrupts binding between human ARNT and TACC3; actives 0.66% (n = 390,000); AID 623870; AlphaScreen His-ARNT PAS-B/GST-TACC3 binding, luminescence; TACC3 fragment carries E629A point mutation; Q9Y6A5; inhibition, % at 9.99 µM;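 active = mean inhibition of replicates at least 50% and at least half of replicates each reaching 50%; inconclusive = half or more replicates reach 50% but mean below 50%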;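 note: 0% = complete ARNT plus TACC3 wells and 100% = ARNT alone without TACC3; many hits fall short of the cut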
* hit, by the source's call; ? = inconclusive; . = no result given. Compounds were not picked by outcome; about 4.2% have a hit in one of these screens.

SMILES	GSIS activator	CFTR F508del cor	Xi reactivation	PAX8 inh HTS	DENV2 CPE rescue	EWS-Fli inh	ERp5 block	ARNT TACC3 PPI
O=C(CCNS(=O)(=O)c1ccccc1C(F)(F)F)Nc1ccncc1	-3	1.7	0.0	-1	-7	-6	.	4
Cc1ccc(S(=O)(=O)CC(=O)Nc2cc(C)on2)cc1	9	3.8	0.6	1	-5	5	2	-2
O=C(CSC1CN(C(c2ccccc2)c2ccccc2)C1)N/N=C/c1ccc(Cl)cc1Cl	16	-0.6	0.0	4	-7	10	3	0
O=S(=O)(c1ccc(F)c(F)c1)N1CCN(c2ncccn2)CC1	10	-0.5	0.1	2	2	6	-2	-7
CCn1cc(C(=O)NCCCN2CCCC(C)C2)c(=O)c2cc(S(=O)(=O)N3CCc4ccccc4C3)ccc21 (stereo not drawn)	-24	1.4	0.0	11	1	16	5	4
COC(=O)CSc1nnc(CNC(=O)Cc2ccccc2)n1-c1ccccc1OC	20	1.5	.	.	-1	-2	1	-2
CCCC#Cc1ccc([C@H]2[C@H](C#N)N(C(=O)CN3CCOCC3)[C@H]2CO)cc1	-3	-0.5	-0.1	-5	2	-9	1	-8
O=C(NNC1CC(=O)N(c2ccccc2)C1=O)c1ccc(COc2ccccc2Cl)o1 (stereo not drawn)	-9	-0.1	0.5	10	-1	13	-8	.
Cc1ccc(/C=C/C(=O)OCC(=O)c2ccc3c(c2)NC(=O)CO3)o1	24	-0.5	0.0	15	12	4	-2	1
O=C1NC(=O)C(=Cc2ccc(Cl)cc2Cl)S1	-15	-0.6	0.2	-126	12	-37	8	-5
COc1cc(NC(=O)C2CC(c3ccccc3O)=NO2)c(OC)cc1Cl (stereo not drawn)	0	2.2	0.3	-20	4	27	3	-5
COC(=O)c1cc(C)sc1NC(=O)C1CC(=O)NN1Cc1ccccc1 (stereo not drawn)	7	-1.9	0.1	-30	1	10	7	4
CCOC(=O)C1=C(COC(=O)/C=C/c2cc(Br)ccc2F)NC(=O)NC1C (stereo not drawn)	-3	-0.3	0.4	2	4	4	-4	8
CC(=O)N(C)C[C@H]1Oc2cc(C#Cc3ccncc3)ccc2S(=O)(=O)N([C@H](C)CO)C[C@H]1C	9	-1.9	-0.6	.	-1	-12	0	-2
COc1ccccc1C1NC(=O)NC(C)=C1C(=O)OC1CCC(C)CC1 (stereo not drawn)	3	-0.2	0.0	-12	2	10	3	-4
Cc1nc(N)nc(COc2ccccc2)n1	.	0.0	0.2	-90	-2	-37	5	4
Cc1ccc(S(=O)(=O)Nc2ccc(N(C)C)cc2)cc1	-1	-2.2	0.1	-5	-4	-11	-3	8
Cc1ccc(Cl)cc1N1CCN(C(=O)Cn2ncn3cccc3c2=O)CC1	15	-0.8	0.1	-6	2	6	10	-5
CSc1oc(-c2ccco2)nc1S(=O)(=O)c1ccccc1	.	-0.7	0.1	-8	-9	-11	6	-2
Cc1ccc(S(=O)(=O)NNC(=S)NCC2CCCO2)cc1 (stereo not drawn)	-4	-3.8	0.0	-15	9	6	-4	-2
Cn1nc(C(=O)Nc2cccc(S(N)(=O)=O)c2)c2ccccc2c1=O	16	-0.8	.	-32	13	7	3	-8
COc1ccc(C2(c3ccc(OC)cc3)NC(=O)N(CC(=O)NC3CCS(=O)(=O)C3)C2=O)cc1 (stereo not drawn)	4	1.8	0.0	-3	-6	3	-1	-3
CCC(=O)NC1OC(CO)C(O)C(O)C1O (stereo not drawn)	.	-0.3	0.1	9	-8	-2	-7	5
CCCNC(=O)Nc1ccc2c(c1)C(=O)N(C)C[C@@H](OC)[C@@H](C)CN(C(C)=O)[C@H](C)CO2	10	-0.1	0.1	-2	-4	-3	-5	0
Fc1ccccc1NC(=S)NCc1ccccc1	-10	0.9	0.2	-16	-6	-7	1	-13
Cc1ccc(S(=O)(=O)CCN2CCN(c3ccccc3)CC2)cc1	-5	1.0	0.0	5	-1	8	-3	.
CN1c2ccc(-c3cccc(F)c3)cc2[C@@H]2[C@@H](CCN2C(=O)C2CC2)[C@H]1CO	4	-1.4	0.0	19	-2	-9	2	4
O=C1C=CC(=O)N1Cc1ccccn1	20	0.5	0.1	7	9	-3	3	6
COc1ccc(CC2(CO)CCN(Cc3nc(C(C)C)cs3)CC2)cc1	7	0.5	-0.1	-1	-2	4	-1	25
S=C1NCCOCCOCCOCCOCCNC(=S)N2CCOCCOCCN1CCOCC2	31	-1.8	0.1	-3	-1	-13	1	-5
CCOC(=O)c1ccc2c(c1)nc(-c1ccc(F)cc1)c1nccn12	14	0.3	0.0	19	-9	10	-2	-4
CN(CCCn1cnc2c(OCc3ccccc3)ncnc21)CCc1ccccn1	40	-1.1	-0.1	1	-9	-5	4	-1
O=C1N=C(N2CCCCC2)S/C1=C\c1cn[nH]c1-c1ccccc1	7	.	0.4	14	.	.	.	-9
O=C(NC(=S)NCC1CCCO1)c1ccco1 (stereo not drawn)	0	0.4	0.0	-45	-3	-3	-4	1
Cc1ccc(S(=O)(=O)N(C)C[C@@H]2Oc3ccc(NS(=O)(=O)c4ccc(F)cc4)cc3C(=O)N([C@@H](C)CO)C[C@@H]2C)cc1	-14	0.0	-1.3	12	5	2	.	11
Cc1noc(C)c1S(=O)(=O)N(C)C[C@H]1OCCCC[C@@H](C)Oc2ccc(NC(=O)C3CCCCC3)cc2C(=O)N([C@@H](C)CO)C[C@H]1C	-19	-4.0	-0.9	4	6	10	-4	-5
COc1ccc(CC(=O)NCC(C)(C)N2CCOCC2)cc1	4	1.4	0.0	-3	-3	11	2	7
Cc1ccc(C(C)C)cc1OCC(=O)NNC(=O)Nc1ccccc1	2	-0.6	0.0	24	18	-3	-2	6
O=S(=O)(c1c(Cl)cc(Br)cc1Cl)N1CCN(C(=S)NC2CC2)CC1	.	0.7	-0.2	-3	-4	1	-5	11
c1ccc(CCn2cccc2)nc1	-4	1.2	0.0	5	0	1	-2	17
COc1ccc(CCN(C)C(=O)CSc2nnnn2C)cc1OC	31	0.7	0.0	-9	2	-26	2	1
C#CCN(C(=O)c1cc(COc2ccc(C)c(C)c2)on1)C1CCCCC1	-13	2.1	0.0	22	10	5	1	-2
CCCCN1C(=N)N([C@@H](C)CN2CCC[C@H]2CN2C(N)=NC[C@H]2CC(C)C)C[C@H]1[C@H](C)CC	2	-0.9	0.0	27	-1	-1	-7	0
O=C(c1cccnc1)N1C[C@@H]2[C@H](c3ccccc31)[C@@H](CO)N2CC1CCCC1	-3	2.4	0.1	8	-10	-5	0	-6
Cc1ccc(Oc2ncccc2C(=O)NC2CCSC2=O)cc1 (stereo not drawn)	36	3.6	0.0	-11	8	7	1	-5
O=C(NCCCCc1ccccc1)c1ccccc1	2	-3.4	0.4	-11	-8	-6	-2	.
CN1c2ccc(C3=CCCCC3)cc2[C@@H]2[C@@H](CCN2S(=O)(=O)c2ccc(F)cc2)[C@H]1CO	8	-1.7	0.1	4	-17	-3	.	35
CC(C)C(=O)NC(NC(=O)C(C)C)c1ccc([N+](=O)[O-])cc1	.	2.1	-0.1	15	-7	-2	2	11
COCC(=O)Nc1ccc2c(c1)OC[C@H](C)N(CC1CC1)C[C@@H](C)[C@@H](OC)CN(C)C2=O	6	-1.9	0.3	-7	5	1	2	-3
COc1ccc(-c2nn(-c3ccccc3)cc2/C=N/Nc2ccc(Cl)c(C(=O)O)c2)cc1OC	46	-1.3	0.3	5	5	-1	5	8
O=C1c2cccc3cc([N+](=O)[O-])cc(c23)C(=O)N1c1ccccc1O	18	-0.9	0.0	26	15	6	-2	4
OCCC1CN(Cc2cccnc2)CCN1CCc1ccccc1 (stereo not drawn)	12	-2.0	0.1	-1	6	3	-2	2
CO[C@@H]1CN(C)C(=O)c2ccc(NC(C)=O)cc2OC[C@@H](C)N(C(=O)CN(C)C)C[C@H]1C	12	2.0	-0.2	-16	.	10	.	2
O=C(NNc1cc(N2CCOCC2)nc(N2CCOCC2)n1)c1ccc([N+](=O)[O-])cc1	-14	0.7	0.3	-18	-4	5	-2	12
CC(C)NC(=O)N(C)C[C@@H]1Oc2cc(-c3ccccc3)ccc2S(=O)(=O)N([C@H](C)CO)C[C@H]1C	-13	0.4	2.9	.	7	-10	-1	-6
CN(C)CC(=O)Nc1ccc2c(c1)[C@H]1C[C@H](CC(=O)NCc3ccccc3)O[C@@H](CO)[C@H]1O2	3	-0.9	0.3	-3	7	-2	1	-1
O=C1CCCN1c1ccc([N+](=O)[O-])cc1	4	-0.7	0.2	4	2	11	8	.
N#C[C@H]1[C@@H](c2ccc(C3=CCCCC3)cc2)[C@@H](CO)N1S(=O)(=O)c1cccc(F)c1	6	-0.1	0.0	-12	92*	10	-6	10
Cc1ccccc1NC(=S)N(CCCN1CCC(C)CC1)Cc1ccco1	2	.	0.0	-12	.	.	.	3
COc1ccc(CN2C(=O)C(CC(C)C)Nc3ncnc(N4CCN(c5ccccn5)CC4)c32)cc1 (stereo not drawn)	.	-0.7	-0.1	8	?	5	7	15
Carrying on.
SMILES	GSIS activator	CFTR F508del cor	Xi reactivation	PAX8 inh HTS	DENV2 CPE rescue	EWS-Fli inh	ERp5 block	ARNT TACC3 PPI
O=C(C[C@H]1C[C@@H]2c3cc(NC(=O)CC4CC4)ccc3O[C@@H]2[C@@H](CO)O1)NCc1cccnc1	2	3.1	0.0	.	-1	-2	.	-2
COc1cccc(SCc2noc(C(=O)NC(C)C)c2C(=O)O)c1	3	-0.9	0.0	7	?	-3	-1	-3
NS(=O)(=O)c1ccc(NC(=S)NC(=O)C2CCCC2)cc1	27	5.9	0.3	2	6	.	-11	-10
COc1ccc(-c2cn(CC(=O)N3CCC4(CC3)C(=O)NCN4c3ccccc3)nn2)cc1OC	.	1.8	.	-6	?	-3	-1	.
COCCNC(=O)C[C@@H]1C[C@@H]2c3cc(NC(=O)Nc4ccc(F)cc4)ccc3O[C@@H]2[C@H](CO)O1	-1	-1.8	-0.1	-11	-15	-4	.	-1
Cc1ccc(NC(=O)c2cccs2)cc1S(=O)(=O)N(C)C	13	.	0.0	-22	1	1	?	5
CC(C1CCN(Cc2cn(C)nc2-c2cccc(Cl)c2)CC1)N1CCOCC1 (stereo not drawn)	-21	-0.3	0.9	11	-5	1	-6	0
C[C@H]1CN([C@@H](C)CO)C(=O)c2cc(NC(=O)Cc3cn(C)c4ccccc34)ccc2O[C@@H]1CN(C)Cc1ccc(Oc2ccccc2)cc1	-22	0.4	-0.5	.	?	6	4	1
Cc1cc(C)c(NC(=O)COC(=O)c2nc3nccc(C)n3n2)c(Cl)c1	8	-0.9	0.1	7	4	0	8	2
C[C@H](CO)N1C[C@H](C)[C@H](CN(C)C(=O)NC2CCCCC2)Oc2ccc(NC(=O)CCN3CCOCC3)cc2C1=O	-6	-3.3	-0.1	-4	5	-6	2	-13
CCCNC(=O)C1(C)CCCN(C(=O)c2ccc3snnc3c2)C1 (stereo not drawn)	-2	-0.5	0.0	5	-14	6	-3	.
O=C(NNC(=O)c1cc(S(=O)(=O)N2CCOCC2)ccc1Cl)c1ccc(F)cc1	8	-1.1	0.0	11	0	4	3	.
CN(C)C(=O)C[C@@H]1CC[C@H](NC(=O)C2CCC2)[C@@H](CO)O1	4	-2.0	0.0	5	4	5	-2	-3

Source: PubChem BioAssay
